Compound activity (PubChem)
p53 reactivation – re-activators of mutant p53. AID 504706. Potency, µM (doses to about 92.2 µM), for inactives: at the highest dose activity change, positive = activation, usual class: activators. H1299 p53-A138V BP100-luciferase reporter, luminescence, 24 h. 0.063% of 320,000 active; further: potency means the concentration at half of the fitted maximal effect; % of control where 0% means no effect; nearly all actives have a fitted effect of over 45% in size
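H1299 (p53-null), stable ts p53-A138V + BP100-Luc; 1000 cells/well, Opti-MEM/10% FBS; cpd 4 pt, 1:5; 24 h, 37 deg C, 5% CO2; detection reagent 10 min RT; luminescence.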
RORg inh – inhibitors of mouse ROR gamma transcriptional activity. P51450. Drosophila S2 Gal4-RORgamma UAS-luciferase reporter, 20 h. Potency, µM (top dose mostly 53.6 µM), for the others: top-dose activity change, negative = inhibition, most hits filed as inhibitors. 5.4% of 310,000 active. AID 2551; further: potency means the concentration at half of the fitted maximal effect; on the % scale 0 is the no-effect control and ±100 the full control effect; nearly all actives have a fitted effect of over 60% in size
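ROR gamma transcriptional activity was tracked as Gal4-UAS luciferase output in stably transfected Drosophila Schneider cells, with compound added 1 hr before 700 uM copper sulfate induction and a 20 hr ambient-temperature incubation.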
ELG1 repair inh – inhibitors of ELG1-dependent DNA repair in HEK293T cells. Potency, µM (titrated, usually from 46.1 µM), without a hit: at the top dose activity change, negative = inhibition, usual class: inhibitors. HEK293T ELG1-luciferase reporter, luminescence, 16 h; DNA damage induced by 5-fluorouridine. 2.3% of 330,000 active. AID 504467; further: potency means the concentration at half of the fitted maximal effect; on the % scale 0 is the no-effect control and ±100 the full control effect; nearly all actives have a fitted effect of over 55% in size
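Reporter activity after DNA damage by 5-fluorouridine is monitored. Compound-treated cells incubate 16 hr at 37 °C, then ONE-Glo is added for 30 min before luminescence reading.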
Tb PFK inh – T. brucei PFK enzyme inhibition | O15648 | AID 485367 | 0.17% of 330,000 active | T. brucei PFK, ADP-Glo luminescence | Potency, µM (series often up to 57.5 µM), for the others: at the highest dose activity, negative = inhibition, most hits filed as inhibitors;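 further: potency means the concentration at half of the fitted maximal effect; 0% = uninhibited 1x PFK enzyme wells and -100% = no-enzyme wells; nearly all actives have a fitted effect of over 60% in size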
Target sequence (O15648 whole entry, looked up): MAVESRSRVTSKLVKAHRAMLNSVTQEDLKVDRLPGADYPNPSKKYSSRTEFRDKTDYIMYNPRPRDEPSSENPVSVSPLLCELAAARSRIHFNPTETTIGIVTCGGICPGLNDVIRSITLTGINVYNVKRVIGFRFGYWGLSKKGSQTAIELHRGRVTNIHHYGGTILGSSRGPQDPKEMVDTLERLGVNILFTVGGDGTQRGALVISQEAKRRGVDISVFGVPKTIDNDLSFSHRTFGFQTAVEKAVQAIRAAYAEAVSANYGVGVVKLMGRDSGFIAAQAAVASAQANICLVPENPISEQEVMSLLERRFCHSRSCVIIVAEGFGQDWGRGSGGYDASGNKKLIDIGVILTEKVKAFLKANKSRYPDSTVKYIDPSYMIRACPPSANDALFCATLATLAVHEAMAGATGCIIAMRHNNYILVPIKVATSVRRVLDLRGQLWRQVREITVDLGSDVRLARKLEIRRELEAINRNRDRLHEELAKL
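In TEA buffer at pH 8.0 with 5 mM MgCl2, enzyme (1.25 nM) converted F6P (0.5 mM) and ATP (0.1 mM) for 45 min at room temperature. ADP product was read by luciferase luminescence.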
BRCA1 expr up – increases BRCA1 expression | 1.1% of 380,000 active | MCF7-BRCA1-FFLuc reporter, luminescence, 48 h; response scale: scaled: vehicle 0%, 10 µM genistein 100% | Potency, µM (series often up to 46.1 µM), for inactives: at the top dose activation, most hits filed as activators; further: potency means the concentration at half of the fitted maximal effect; nearly all actives have a fitted effect of over 80% in size; some results filed as inactive show a strong effect at the top dose
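Luminescence from a BRCA1-driven firefly luciferase in MCF7 cells was read after 48 h compound exposure at 37 C. Data normalized against DMSO and a 10microM genistein activation control, then curve-fitted across the titration.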
VP16 counter – inhibits Gal4-VP16 luciferase reporter, ROR gamma counter-screen; Drosophila S2 Gal4-VP16 UAS-luciferase, luminescence, 20 h; Potency, µM (doses to about 53.6 µM), for the others: at the highest dose activity, negative = inhibition, most hits filed as inhibitors; 3.5% of 310,000 active;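 further: Gal4-VP16 expression switched on by copper sulfate through the metallothionein promoter; potency means the concentration at half of the fitted maximal effect; on the % scale 0 is the no-effect control and ±100 the full control effect; nearly all actives have a fitted effect of over 50% in size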
NPC1 promoter act – NPC1 promoter activation | Huh7 NPC1 promoter luciferase reporter, 24 h | Potency, µM (top dose mostly 9.22 µM), without a hit: at the top dose activation, actives largely listed as activators | AID 485313 | 2.4% of 320,000 active;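 further: potency means the concentration at half of the fitted maximal effect; % of control where 0% means no effect; nearly all actives have a fitted effect of over 60% in size; reporter is driven by a mutant NPC1 promoter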
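Stable NPC1-promoter luciferase Huh7 line; cpd (DMSO) 24 h, 37 °C, 5% CO2; Amplite luciferase reagent 10 min RT; luminescence readout. qHTS format.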
FLuc counter – firefly luciferase modulation, counter-screen for miR-21 project; P08659; purified FLuc, Km substrates, luminescence inhibition; Potency, µM (highest dose often 57.5 µM), for the others: at the top dose activity change, negative = inhibition, hits mostly inhibitors; 6.9% of 360,000 active; AID 588342;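 further: potency means the concentration at half of the fitted maximal effect; plate controls were vehicle for no effect and reference inhibitor for full effect; nearly all actives have a fitted effect of over 55% in size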
Target sequence (P08659 whole entry, looked up): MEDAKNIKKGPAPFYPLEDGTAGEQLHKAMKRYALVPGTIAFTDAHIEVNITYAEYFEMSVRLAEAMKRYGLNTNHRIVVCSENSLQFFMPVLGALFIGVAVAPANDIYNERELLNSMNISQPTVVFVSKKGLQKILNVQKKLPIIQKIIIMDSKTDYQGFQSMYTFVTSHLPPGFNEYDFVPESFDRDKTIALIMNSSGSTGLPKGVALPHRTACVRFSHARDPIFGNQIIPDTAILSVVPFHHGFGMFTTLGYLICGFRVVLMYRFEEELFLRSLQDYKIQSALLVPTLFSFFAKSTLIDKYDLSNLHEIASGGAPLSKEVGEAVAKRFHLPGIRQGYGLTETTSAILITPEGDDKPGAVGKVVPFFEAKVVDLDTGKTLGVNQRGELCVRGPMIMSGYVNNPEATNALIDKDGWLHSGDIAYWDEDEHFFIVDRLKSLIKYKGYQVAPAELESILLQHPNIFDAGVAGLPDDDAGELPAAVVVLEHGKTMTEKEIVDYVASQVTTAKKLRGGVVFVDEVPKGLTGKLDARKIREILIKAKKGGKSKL
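Purified P. pyralis luciferase, 10 nM final, with Km-level 10 uM D-luciferin and 10 uM ATP in 50 mM Tris acetate pH 7.5, 10 mM Mg acetate, 0.01% Tween-20, 0.05% BSA; 6-point qHTS titration about 60 µM downward; luminescence read.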
TRPV1 ag – activates the human vanilloid receptor TRPV1 | Q8NER1 | TRPV1-expressing cells, Fluo-8 calcium influx, agonist mode | activation, % at 8.33 µM | 0.19% of 320,000 active; in the data active means activation above about 80%; inconclusive means between about 30% and that limit; further: 0% is about no effect
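Fluo-8 calcium influx in TRPV1-expressing cells, kinetic read (ex 480/em 520 nm). Compound added and read 3 min for agonist activity, followed by capsaicin at EC20 final and 2 min further read for enhancement.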
Rab9 prom act – activates the Rab9 promoter | Huh7 Rab9 promoter-luciferase reporter, luminescence, 24 h | Potency, µM (top dose mostly 9.22 µM), for inactives: at the highest dose activation, negative = inhibition, usual class: activators | 2.8% of 320,000 active; further: potency means the concentration at half of the fitted maximal effect; % of control where 0% means no effect; nearly all actives have a fitted effect of over 60% in size
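Cells were plated at 1500 per well in reduced-serum medium with 10% FBS and left 2 h. Compound in DMSO was then added for 24 h at 37 °C. Reporter signal was read by luminescence after 10 min with luciferase detection reagent.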
ELG1 genotoxic – induces genotoxicity in HEK293T cells with luciferase-tagged ELG1. 1.3% of 330,000 active. Potency, µM (doses to about 46 µM), inactives show at the highest dose activity change, positive = activation, most hits filed as activators. AID 504466. HEK293T ELG1-luciferase reporter, luminescence, 16 h; further: potency means the concentration at half of the fitted maximal effect; % of control where 0% means no effect; nearly all actives have a fitted effect of over 60% in size
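Cells (2,000/well) expressing the ELG1-luciferase fusion are dosed by pin tool and kept 16 hr at 37 °C, 5% CO2. Signal comes from ONE-Glo luciferase reagent after 30 min at room temperature.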
An asterisk follows results filed as active; ? = inconclusive; nt = not tested or not shown; & = joins results of further samples; [ ] = another dose, or the depositor's remark. Unless noted, the call rests on the fitted dose curve; in most records, active means well fitted curve in the direction sought with a large enough effect; inconclusive means small, poorly fitted or top-dose-only effect, or another doubt; inactive means no such curve, though single readings can be large; an effect the other way counts as inactive or inconclusive. Hits appear at their usual frequency, and some 15% of all compounds hit somewhere here.

no.	smiles	RORg inh	BRCA1 expr up	TRPV1 ag	Rab9 prom act	VP16 counter	ELG1 genotoxic	Tb PFK inh	NPC1 promoter act	FLuc counter	p53 reactivation	ELG1 repair inh
1	COc1ccc(CC(=O)Nc2ccc(-c3cn4ccccc4n3)cc2)cc1OC	21.9%	0.0%	3.3	17.7%	-6.3%	?	3.8%	20.6%	16.9µM*	-1.7%	7.2%
2	Cc1ccc(N=Cc2c(O)ccc3ccccc23)cc1F	5.01µM*	-28.7%	13.7	4.1%	?	0.2%	-9.9%	4.5%	?	7.1%	?
3	O=C(O)c1ccccc1-c1ccc(/C=C/c2cc(C(F)(F)F)[nH]c(=O)n2)o1	-16.4%	23.3%	?	0.6%	6.6%	-1.8%	23.2%	-2.9%	?	4.9%	12.2%
4	O=C(O)c1cccc(S(=O)(=O)N2CCCC(c3nc4c(nnn4Cc4ccc(F)cc4)c(=O)[nH]3)C2)c1 (stereo not given)	19.9%	-13.3%	0.7	0.3%	-7.2%	-0.4%	-9.5%	-0.2%	-1.6%	0.6%	3.4%
5	CCOC(=O)C1=C(C)N=C2SC(C)C(=O)N2C1c1ccc(OCC)c(OCC)c1 (stereo not given)	29.7%	-4.9%	10.6	-3.0%	20.6%	8.6%	0.3%	0.2%	1.0%	6.7%	7.2%
6	O=C(COc1ccc2ccccc2c1)Nc1cccc2cccnc12	-10.2%	24.8%	6.2	5.4%	-0.8%	-0.5%	2.1%	2.2%	?	-10.2%	-7.3%
7	CCCCn1c(=O)nc2n(-c3ccc(C)cc3)c3ccccc3cc-2c1=O	1.0%	-16.1%	22.0	-12.0%	11.6%	-1.6%	-6.1%	0.9%	-1.0%	-5.2%	4.2%
8	Cc1ccc2[nH]c(O)c(N=O)c2c1	25.9%	0.0%	0.6	1.0%	4.6%	5.7%	2.8%	7.1%	-14.3%	1.4%	9.7%
9	O=C(NCCCN1CCOCC1)Nc1ccc(Cc2ccc(NC(=O)NCCCN3CCOCC3)cc2)cc1	-0.9%	-5.6%	2.2	-3.6%	-11.4%	-6.5%	9.9%	-1.6%	1.7%	3.1%	13.9%
10	Cc1csc2ncnc(N3CCN(C(=S)Nc4ccc(C(F)(F)F)cc4)CC3)c12	-32.0%	1.0%	-3.3	-2.1%	-27.4%	-12.1%	2.6%	-3.1%	2.6%	-3.6%	-10.0%
11	CC(C(=O)NCc1ccco1)n1nc(-c2ccccc2)c2cc(Cl)ccc21 (stereo not given)	?	-5.6%	18.0	6.5%	?	15.3%	0.1%	1.3%	1.4%	2.2%	8.4%
12	CCCCNC(=O)C1CC(c2cccc(F)c2)=NO1 (stereo not given)	3.4%	?	2.5	?	-9.8%	?	-2.2%	?	15.1µM*	?	?
13	NC(=S)N/N=C1\CC(n2nnn(-c3cccc(Cl)c3)c2=S)C2COC1O2 (stereo not given)	3.98µM*	-12.4%	-1.3	-6.1%	?	-0.5%	14.7%	-0.6%	3.5%	7.7%	-11.4%
14	O=C(O)CCC(=O)N1CN2CN(C(=O)CCC(=O)O)CC([N+](=O)[O-])(C2)C1	-2.6%	5.9%	nt	1.2%	1.9%	-1.2%	0.5%	-7.0%	-0.7%	-0.4%	-2.6%
15	O=C(NCc1cn2ccsc2n1)Nc1cccc(Cl)c1	39.6%	66.4%	-4.1	12.8%	10.3%	5.5%	-0.1%	2.9%	-16.5%	-0.8%	14.8%
16	CCN(CC)CCNC(=O)c1cc2cc(Br)ccc2s1	-15.6%	-23.0%	-2.3	0.0%	18.6%	-1.7%	2.9%	-5.6%	5.5%	27.0%	20.0%
17	CC(C)C(NC(=O)C1CCCCC1)C(=O)NC1CCN(Cc2ccccc2)CC1 (stereo not given)	0.2%	nt	-4.0	3.6%	2.8%	-0.3%	-17.4%	3.8%	5.3%	-3.5%	-3.8%
18	COc1ccc(NC(=O)CSc2nnnn2C2CCCCC2)c(OC)c1	5.3%	-14.8%	0.9	-8.0%	-3.1%	-2.4%	-0.8%	-0.3%	1.8%	-3.5%	10.2%
19	Cc1ccc(S(=O)(=O)c2nc(C(C)(C)C)oc2N2CCOCC2)cc1	?	-0.4%	0.2	-1.7%	?	0.4%	1.4%	-0.1%	-1.1%	-5.3%	12.9%
20	Cc1cccc(NC(=O)CN(C)S(=O)(=O)c2cccs2)c1	?	26.6%	7.0	20.0%	?	2.7%	3.1%	14.2%	-19.1%	15.2%	21.0%
21	CCCCOc1ccccc1NC(=O)CC1Nc2ccccc2NC1=O (stereo not given)	10µM*	-3.9%	-0.7	2.6%	?	-1.5%	4.4%	13.6%	4.5%	4.9%	?
22	CCNS(=O)(=O)c1ccc(NC(=O)Nc2ccccc2OC)cc1	4.9%	22.5%	-0.5	-1.1%	14.1%	7.9%	-5.8%	1.7%	16.9µM*	0.0%	?
23	COC(=O)c1ccc(COC(=O)c2ccc(SC)cc2OC)cc1	21.4%	8.91µM*	4.8	?	-0.7%	12.1%	-4.2%	?	?	?	?
24	CCOCCc1c(O)nc(SC)[nH]c1=O	-10.9%	7.9%	-3.6	2.0%	-1.6%	1.8%	8.0%	-3.1%	-2.4%	-3.5%	8.2%
25	Cc1ccccc1N1CCN(C2CCCN(C(=O)c3ocnc3C)C2)CC1 (stereo not given)	3.2%	-8.6%	5.4	-0.5%	6.9%	1.4%	-5.9%	-1.2%	-1.0%	-2.5%	-1.3%
26	CC12CC3(C)CC(C)(C1)CC(C(=O)NCCc1ccc(S(N)(=O)=O)cc1)(C2)C3	16.4%	-13.5%	?	-4.2%	7.2%	-4.0%	0.2%	-1.4%	-0.2%	-2.0%	0.0%
27	CCCc1cc2c(c(NC(C)=O)n1)c(=O)oc1ccccc12	-7.8%	-32.3%	2.0	0.4%	-0.6%	3.2%	0.0%	-0.5%	2.5%	-9.7%	2.2%
28	CCCN(CC1CC1)C(=O)CCc1nnc(C(OC)c2ccccc2)o1 (stereo not given)	9.0%	-3.7%	-1.5	-5.5%	-17.9%	0.6%	-6.0%	-1.6%	-11.8%	2.4%	3.9%
29	Cc1cccc(NC(=O)c2cc(Cl)sc2Cl)c1C	-3.5%	3.5%	3.0	1.1%	4.9%	0.6%	1.2%	2.3%	5.1%	-1.0%	?
30	Cc1cc(C(=O)COC(=O)c2cccc(S(=O)(=O)N(C)C)c2)c(C)n1CC1CCCO1 (stereo not given)	nt	87.6%	4.4	3.55µM*	nt	10.1%	-5.0%	?	0.953µM*	21.6%	?

2 compounds from above, limited to Tb PFK inh and Rab9 prom act.
item | Structure | Tb PFK inh | Rab9 prom act
6 | O=C(COc1ccc2ccccc2c1)Nc1cccc2cccnc12 | 2.1% | 5.4%
7 | CCCCn1c(=O)nc2n(-c3ccc(C)cc3)c3ccccc3cc-2c1=O | -6.1% | -12.0%

(further entries)
no.	smiles	RORg inh	BRCA1 expr up	TRPV1 ag	Rab9 prom act	VP16 counter	ELG1 genotoxic	Tb PFK inh	NPC1 promoter act	FLuc counter	p53 reactivation	ELG1 repair inh
31	O=C(Nc1ccn(Cc2c(F)c(F)cc(F)c2F)n1)c1ccc(COc2ccc(Cl)cc2Cl)o1	10.8%	-79.0%	2.4	-2.2%	0.7%	-7.7%	-4.8%	-4.1%	1.8%	4.8%	?
32	NC1=NC(c2ccccc2)N=C(Nc2ccccc2)N1 (stereo not given)	24.8%	nt	0.7	-2.1%	-13.0%	14.7%	-2.2%	-20.4%	-6.0%	20.4%	-4.5%
33	CC(=O)c1cccc(NS(=O)(=O)c2ccc(NC(=O)N3CCCCC3)cc2)c1	39.5%	-34.8%	10.2	-23.8%	10µM*	0.3%	1.2%	-26.5%	-0.2%	-12.1%	11.0%
34	Cc1ccnc(NS(=O)(=O)c2ccc3ccccc3c2)n1	15.2%[1.91 µM]	-5.9%	-3.8	1.5%	-3.4%	1.2%	-3.2%	0.9%	4.7%	3.2%	1.3%
35	Cc1ccc(CC2CC(=O)N(c3ccc(Cl)cn3)C2=O)cc1 (stereo not given)	-25.3%	2.8%	3.0	1.8%	3.4%	1.5%	-5.4%	1.3%	2.4%[2.3 µM]	-1.4%	-1.2%
36	Cc1ccc2c(c1)CC1(CN2C)C(=O)OC(C)(C)OC1=O	-7.8%	25.9%&3.7%	-4.3	2.5%	-1.3%	1.1%	1.5%	-1.8%	?	1.7%	4.9%
37	COc1ccccc1N(CC(=O)Nc1ccccc1C(=O)N1CCCC1)S(C)(=O)=O	3.4%	2.9%	1.0	-1.2%	0.6%	0.6%	0.5%	-1.3%	-0.7%	-1.0%	19.4%
38	O=C(CSc1nc2ncccc2[nH]1)NC1CCCC1	-21.0%	8.3%	-2.1	0.2%	4.0%	0.4%	-7.1%	2.1%	-1.8%	7.0%	-1.1%
